High-throughput results (PubChem)
Giardia kill = Giardia lamblia killing | 0.15% of 340,000 active | activity change, % at 7.66 µM, hits read low | AID 540267 | Giardia lamblia trophozoite viability; in the data active means activity change below about -80%; inconclusive means between about -30% and that limit;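 further: parasites exposed to compound for two days anaerobically before the ATP read; on the % scale 0 is the no-effect control and ±100 the full control effect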
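Viability, read as ATP luminescence: trophozoites at 100 cells/well, compound added, 48 hrs anaerobic at 37 deg C, then 15-30 min room-temperature development before reading.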
AT treatment = potential ataxia-telangiectasia treatment; 0.19% of 320,000 active; AID 485349; Potency, µM (doses to about 57.5 µM), inactives show top-dose activation, usual class: activators; […] A-T fibroblasts, KAP-1 phosphorylation AlphaLISA; neocarzinostatin DNA damage 30 min before lysis; further: potency means the concentration at half of the fitted maximal effect; % of control where 0% means no effect; nearly all actives have a fitted effect of over 45% in size
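hTERT-immortalized A-T patient fibroblasts ([…]), 500 cells/well in OPTI-MEM, 1% FBS, got compounds for 60 min, then NCS for 30 min at 37C. Lysates were then assayed for phospho-KAP-1 by AlphaLISA (anti-pKAP1 donor, anti-KAP1 acceptor beads), 6 hr at 25C.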
Tb PFK inh = blocks T. brucei phosphofructokinase; T. brucei PFK, ADP-Glo luminescence; AID 485367; Potency, µM (top dose mostly 57.5 µM), for the others: at the top dose activity, negative = inhibition, hits mostly inhibitors; 0.17% of 330,000 active; O15648;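 further: potency means the concentration at half of the fitted maximal effect; 0% = uninhibited 1x PFK enzyme wells and -100% = no-enzyme wells; nearly all actives have a fitted effect of over 60% in size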
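Activity is normalized to no-enzyme wells (full inhibition) and 1.25 nM enzyme wells (no inhibition). Reaction: 0.5 mM F6P, 0.1 mM ATP, 45 min RT, ADP-Glo luminescence; concentration-response curves fitted and classed by quality.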
BCR signal inh = chronic active BCR signaling inhibition | AID 493014 | Potency, µM (titrated, usually from 46.1 µM), inactives show top-dose ratio change, negative = lower green/red ratio, most hits filed as inhibitors | 0.05% of 340,000 active | ABC-DLBCL IkBa-CBG/CBR reporter, luminescence ratio, 4 h; active means well fitted inhibition curve with a large enough effect in the signal ratio, with a control signal flat, not every such curve was filed as active; inconclusive means small, poorly fitted or top-dose-only effect, or effect the other way, or a change in a side signal; the % refers to the signal ratio;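 further: potency means the concentration at half of the fitted maximal effect; plate controls were basal doxycycline-induced cells for no effect and cells given 10 µM MG132 for full effect; MG132 reads +100%, hits lower the ratio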
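Doxycycline induced both beetle luciferases in TMD8 lymphoma cells; IKK-driven degradation limits the IkappaBalpha-fused green signal, while red luminescence normalises for cell number and nonspecific effects. Compounds tested up to 46 uM, 4 hrs.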
TSHR antag = human thyrotropin receptor antagonism; P16473; 0.2% of 330,000 active; activity change, negative = inhibition, % at 11.5 µM; TSHR-expressing cells, TSH-stimulated cAMP HTRF, 2 h; stronger effect = lower value;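 active means activity change below a set negative limit, meaning inhibition stronger than a set level, cut at about -70% in these data; inconclusive means activity change between two set negative limits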; further: on the % scale 0 is the no-effect control and ±100 the full control effect
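Competitive HTRF cAMP read-out (cryptate anti-cAMP antibody, cAMP-d2; 30 min, room temperature) in freshly harvested TSHR cells. Compounds added before TSH at EC80 (4nM final), followed by 2 hours' incubation at 37 deg C.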
MLL CXXC-DNA inh = blocks binding of human MLL CXXC domain to DNA; Q03164; MLL-CXXC / FITC-HOXA9 DNA fluorescence polarization; Potency, µM (top dose mostly 115 µM), without a hit: top-dose activity change, negative = inhibition, most hits filed as inhibitors; 0.037% of 290,000 active; active means well fitted inhibition curve with a large enough effect in the polarisation, with a control signal flat, not every such curve was filed as active; inconclusive means small, poorly fitted or top-dose-only effect, or effect the other way, or a change in a side signal; inactive means no such curve, though single readings can be large or run the other way; the % refers to the polarisation; further: potency means the concentration at half of the fitted maximal effect
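Fluorescence polarization: 7 uM MLL-CXXC (stock) preincubated 5 min with compounds, then 50 nM fluorescein-HOX-A9 DNA (stock) added; 30 min ambient. Buffer 50 mM Tris-HCl pH 7.5, 50 mM NaCl, 1 mM DTT, 0.05% BSA.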
FBPA coupling cs = coupling enzyme interference in Giardia aldolase counter-screen | coupling enzyme system counterscreen, AmpLite Red fluorescence | activity change, negative = inhibition, % at 58.2 µM, hits read low | 0.67% of 290,000 active | AID 2472; in the data active means activity change below about -30%; further: on the % scale 0 is the no-effect control and ±100 the full control effect
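Counterscreen of the coupled detection system alone, without aldolase: glyceraldehyde-3-phosphate coupling enzymes plus AmpLite Red readout. Compounds at 57.5 uM final, 10 min RT preincubation, 20 min RT reaction, fluorescence 525/598 nm.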
GALK inh = inhibitors of human galactokinase; P51570; 0.007% of 270,000 active; AID 1868; Purified GALK, Kinase-Glo residual ATP luminescence; Potency, µM (top dose mostly 57.5 µM), without a hit: at the top dose activity change, negative = inhibition, hits mostly inhibitors; further: potency means the concentration at half of the fitted maximal effect; on the % scale 0 is the no-effect control and ±100 the full control effect
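Luminescence from leftover ATP (Ultra-Glo luciferase/luciferin) served as read-out after a 1 h room-temperature reaction of 5 nM GALK with 35 uM ATP and 100 uM galactose.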
KCNH2 WT inh = blocks the wildtype human KCNH2 potassium channel; Q12809; U2OS, BacMam KCNH2, thallium flux FluxOr; stronger effect = lower value; activity change, % at 1.84 µM; 0.37% of 340,000 active; AID 720551;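 active means maximum activity change below -70%; inconclusive means maximum activity change between -70% and -50%; inactive means maximum activity change above -50%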; further: on the % scale 0 is the no-effect control and ±100 the full control effect
Target sequence (Q12809 whole entry, looked up): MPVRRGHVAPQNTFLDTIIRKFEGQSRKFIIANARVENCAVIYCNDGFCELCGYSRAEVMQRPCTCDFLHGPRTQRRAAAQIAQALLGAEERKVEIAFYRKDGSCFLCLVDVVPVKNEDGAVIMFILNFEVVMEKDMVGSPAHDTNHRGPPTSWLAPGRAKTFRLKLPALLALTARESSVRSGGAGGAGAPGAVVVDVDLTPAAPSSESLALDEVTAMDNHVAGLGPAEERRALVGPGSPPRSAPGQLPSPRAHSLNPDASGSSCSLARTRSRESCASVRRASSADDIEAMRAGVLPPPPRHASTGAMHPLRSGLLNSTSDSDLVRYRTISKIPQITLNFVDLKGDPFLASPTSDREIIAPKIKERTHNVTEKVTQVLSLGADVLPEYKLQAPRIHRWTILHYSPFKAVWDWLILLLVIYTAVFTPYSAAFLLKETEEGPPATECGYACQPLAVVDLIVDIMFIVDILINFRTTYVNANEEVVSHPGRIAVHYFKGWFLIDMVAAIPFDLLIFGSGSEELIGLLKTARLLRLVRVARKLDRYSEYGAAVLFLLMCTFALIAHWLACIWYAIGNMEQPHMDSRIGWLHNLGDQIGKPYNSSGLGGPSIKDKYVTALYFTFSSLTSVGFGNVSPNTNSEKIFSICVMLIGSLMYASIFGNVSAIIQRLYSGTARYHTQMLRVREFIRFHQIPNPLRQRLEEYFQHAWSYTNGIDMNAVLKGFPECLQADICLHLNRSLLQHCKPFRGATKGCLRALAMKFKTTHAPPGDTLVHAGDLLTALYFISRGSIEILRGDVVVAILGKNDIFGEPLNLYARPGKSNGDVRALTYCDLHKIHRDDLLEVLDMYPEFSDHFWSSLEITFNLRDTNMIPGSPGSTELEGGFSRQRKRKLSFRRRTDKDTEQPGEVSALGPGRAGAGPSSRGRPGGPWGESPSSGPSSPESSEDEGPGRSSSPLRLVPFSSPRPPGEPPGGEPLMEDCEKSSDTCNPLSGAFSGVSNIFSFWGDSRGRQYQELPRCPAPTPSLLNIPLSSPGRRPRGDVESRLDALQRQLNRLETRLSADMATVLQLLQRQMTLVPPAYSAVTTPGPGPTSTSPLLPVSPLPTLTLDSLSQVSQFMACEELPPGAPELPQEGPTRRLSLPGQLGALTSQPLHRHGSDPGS
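U2OS cells were transduced with wild-type KCNH2 virus (2.03 x 10^8 / mL) for 4 h at room temperature, then cultured overnight at 37 C. Thallium flux was read with FluxOr dye. Rate constants were normalized to DMSO controls.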
TCR activator = activators of T cell receptors; primary human leukocytes, anti-CD3, IL-2 HTRF, 48 h; Potency, µM (series often up to 9.22 µM), inactives show at the top dose activation of IL-2 secretion, actives largely listed as activators; 330,000 tested, under 10 active; AID 504894; further: % of control where 0% means no effect
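Compounds are tested in HTS on primary human leukocytes co-incubated with a-CD3 beads for 48 hr. IL-2 output is measured by time-resolved FRET.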
Active calls of the source: *; i = inactive; ? = inconclusive; nt = not tested or not shown; [ ] = dose if it differs, or a comment. Unless noted, the call rests on the fitted dose curve; in most records, active means well fitted curve in the direction sought with a large enough effect; inconclusive means small, poorly fitted or top-dose-only effect, or another doubt; inactive means no such curve, though single readings can be large; an effect the other way counts as inactive or inconclusive.

SMILES	Giardia kill	AT treatment	Tb PFK inh	BCR signal inh	TSHR antag	MLL CXXC-DNA inh	FBPA coupling cs	GALK inh	KCNH2 WT inh	TCR activator
CCOC(=O)C1=NN(C(=O)Nc2ccc(OC)cc2)C2C(=O)N(c3cccc(C(F)(F)F)c3)C(=O)C12 (stereo not drawn)	2	-2%	-1%	11%	1	-7%	8	1%	1	5%
COc1ccc(N(CC(=O)NCc2cccs2)S(=O)(=O)c2c(C)nn(C)c2C)cc1	4	-9%	2%	-1%	46	-5%	8	2%	-2	-5%
COc1cccc(/C=N/Nc2ncc(C)c(=O)[nH]2)c1OC	5	-6%	-10%	5%	-4	-7%	0	8%	6	6%
COC(=O)c1ccccc1NC(=O)c1ccccc1NS(C)(=O)=O	2	5%	11%	-4%	-4	-1%	6	0%	-36	4%
Nc1c(N(Cc2ccco2)C(=O)c2cccc(F)c2)c(=O)[nH]c(=O)n1Cc1ccccc1	1	6%	21%	-3%	6	nt	nt	nt	1	-4%
COc1ccc(NS(=O)(=O)c2ccc3c(c2)OCCO3)cc1OC	-22	-5%	0%	-16%	-28	20%	-2	6%	-8	-2%
CC1(C(=O)NC23CC4CC(CC(C4)C2)C3)CC1(Cl)Cl (stereo not drawn)	-3	-2%	3%	7%	6	6%	5	0%	-12	nt
O=C(NCCN1C(=O)S/C(=C\c2cccnc2)C1=O)C1=NN(c2ccccc2)C(=O)CC1	15	1%	0%	-1%	9	-5%	1	-2%	-8	4%
COc1ccc(OC)c(-n2nnnc2SCC(=O)Nc2nc(C)c(C)s2)c1	-3	5%	-22%	?	4	47%[activator]	-1	-3%	-2	0%
CCOC(=O)c1sc(C)c2c(=O)n(CC)nnc12	0	-5%	0%	9%	6	8%	3	1%	-13	5%
O=C(CCc1nnc2ccc(NCc3ccco3)nn12)Nc1ccccc1F	0	3%	-15%	?	-3	20%	nt	-9%	32	8%
CCOc1ccccc1NC(=O)COc1cccc(-n2cnnn2)c1	-25	9%	-2%	1%	-8	4%	1	1%	-2	5%

Ordered by value in GALK inh (ascending): some entries from above.
SMILES	TSHR antag	MLL CXXC-DNA inh	GALK inh	TCR activator
CC1(C(=O)NC23CC4CC(CC(C4)C2)C3)CC1(Cl)Cl (stereo not drawn)	6	6%	0%	nt
CCOC(=O)c1sc(C)c2c(=O)n(CC)nnc12	6	8%	1%	5%
COc1ccc(NS(=O)(=O)c2ccc3c(c2)OCCO3)cc1OC	-28	20%	6%	-2%

Next part.
SMILES	Giardia kill	AT treatment	Tb PFK inh	BCR signal inh	TSHR antag	MLL CXXC-DNA inh	FBPA coupling cs	GALK inh	KCNH2 WT inh	TCR activator
Cc1ccc(C(=O)Nc2nnc(C)s2)cc1	-19	0%	9%	25%	-4	1%	2	0%	-9	3%
Cc1nn(-c2ccccn2)c(C)c1Oc1ccccc1O	-4	6%	7%	-2%	6	3%	-9	2%	2	-13%
COC(C[C@@H]1O[C@H]1[C@H](O)COCc1ccccc1)OC	-3	-16%	-4%	8%	0	1%	4	5%	-1	-4%
CCOc1ccc(C2C(C#N)=C(N)SC(N)=C2C#N)cc1OC	nt	-1%	-2%	0%	3	?	-39*	-3%	nt	nt
CC(C)(C)c1ccc(Oc2coc3cc(OCC(=O)O)ccc3c2=O)cc1	-26	2%	0%	-11%	1	1%	12	-3%	-4	1%
CCOCCOC(=O)C1=C(C)Nc2ccc(C)cc2S1	-6	-1%	-2%	6%	0	-3%	0	-3%	-12	-41%
CC1CN(S(=O)(=O)c2cccc(C(=O)N3CCC(C(N)=O)CC3)c2)CC(C)O1 (stereo not drawn)	-14	10%	2%	-2%	0	nt	nt	nt	-5	0%
C[C@H](CO)N1C[C@H](C)[C@@H](CN(C)C(=O)Nc2ccccc2)Oc2ccc(NC(=O)Cc3ccccc3)cc2C1=O	12	-7%	4%	0%	-2	nt	nt	nt	-1	3%
COc1ccc(N2C(=O)C3NN=C(C(=O)OCc4ccccc4)C3C2=O)cc1 (stereo not drawn)	4	-5%[11.5 µM]	4%	-11%	0	3%	0	-1%	3	-1%
Cc1cc(C)cc(NC(=O)N2CCN(C/C=C/c3ccccc3)CC2)c1	5	3%	-6%	-10%	10	-2%	2	3%	37	2%
CCCn1c(=O)c(C(=O)NNC(=O)c2ccccc2Cl)c(O)c2ccccc21	-17	0%	1%	?	-24	-6%	-4	0%	-6	10%
Cc1ccc2cc(CN(CCCO)S(=O)(=O)c3ccccc3F)c(=O)[nH]c2c1C	-3	13%	-5%	?	41	5%	0	-1%	4	0%
CC1CC(C)CN(C(=O)COC(=O)CCc2nc3ccccc3c(=O)[nH]2)C1 (stereo not drawn)	-7	-6%	1%	2%	10	-4%	1	-1%	2	2%[46.1 µM]
O=C(NCC(c1cccnc1)N1CCOCC1)NC1CCCCC1 (stereo not drawn)	17	0%	4%	12%	8	1%	3	1%	i	0%
Cc1ccc(CN2CC(C(=O)NNC(=O)Cn3ccc(C(F)(F)F)n3)CC2=O)cc1 (stereo not drawn)	-8	1%	-9%	3%	2	nt	nt	nt	2	11%
N#Cc1ccsc1NC(=O)COC(=O)CCCSc1nc2ccccc2s1	7	14%	5%	27%	-12	13%	0	0%	8	-5%
Cc1c(O)ccoc1=O	-7	15%	-5%	-1%	7	-23%	1	1%	5	-5%
O=C(c1cc2sccc2n1Cc1ccccc1)N1CCc2ccccc21	6	11%	7%	0%	-9	1%	-3	-2%	-7	-6%
Cc1ccc(C)n1NC(=O)c1ccccc1Cl	3	8%	0%	-9%	-3	3%	1	-2%	-2	-2%
CCC1(c2ccccc2)NC(=O)N(CC#N)C1=O (stereo not drawn)	8	11%	2%	8%	18	3%	-8	8%	2	3%
COc1ccc(-c2nc3n(n2)C(c2cccnc2)C(C(N)=O)=C(C)N3)cc1 (stereo not drawn)	5	-2%	7%	-2%	0	-9%	-1	0%	-1	-2%
CC(=O)Nc1ccc2nc(C3CCCCC3)[nH]c2c1	9	0%	0%	?	35	-7%	nt	-2%	2	-5%
CN(C)c1ccc(C(C[N+](=O)[O-])c2c(N)n(C)c(=O)n(C)c2=O)c(F)c1C#N (stereo not drawn)	-9	-2%	2%	?	2	-4%	1	nt	2	10%
CC1=C(C(N)=O)C(c2ccc(Cl)c(Cl)c2)n2ncnc2N1 (stereo not drawn)	8	-7%	10%	0%	-6	-1%	0	2%	-2	-1%
COc1ccccc1CC(=O)N1CCN(S(=O)(=O)c2ccccc2F)CC1	26	11%	0%	0%	nt	nt	nt	nt	4	1%
COCCNC(=O)CCn1nc(-c2ccc(C)cc2)ccc1=O	-27	0%	2%	?	2	-3%	2	-3%	19	0%
NC(=O)CSc1nnc(NC(=O)C2CC(=O)N(c3ccc(F)cc3)C2)s1 (stereo not drawn)	-18	0%	-5%	-6%	7	5%	2	1%	-7	-1%
Cc1cc(Br)cc2c(C(=O)NCC3CCCO3)cc(-c3ccccc3)nc12 (stereo not drawn)	17	-3%	2%	1%	-1	-2%	-2	1%	-9	-13%
Fc1ccc(-n2cc(CNCCc3ccccn3)c(-c3ccccc3Cl)n2)cc1	-11	5%	-8%	?	-7	3%	0	2%	-47	-1%
Cc1nc2ccc(NC(=O)c3ccc([N+](=O)[O-])cc3[N+](=O)[O-])cc2s1	3	0%	-2%	-19%	-4	-1%	-3	-2%	4	nt
COc1cc2ncnc(NCc3cccs3)c2cc1OC	11	-1%	0%	1%	0	17%	-1	1%	2	0%
O=C(O)CCn1cc(/C=C/C(=O)c2ccc(Cl)cc2)c(-c2cccc(Br)c2)n1	2	5%	3%	?	-12	5%	11	-28%	-3	2%
CCCCOCCCNC(=O)c1ccc(OC)cc1	-17	3%	0%	?	1	4%	0	0%	-6	15%
Cc1ccc(-c2nnc(SCC(=O)Nc3ccccc3N3CCOCC3)o2)cc1	3	nt	nt	nt	nt	0%	0	1%	0	5%
CCC(CC)NC(=O)c1ccc(NS(=O)(=O)c2ccc3[nH]c(=O)[nH]c3c2)cc1	0	2%	-7%	?	7	131%[activator]	nt	-1%	4	-2%
COc1cc(C(=S)N2CCOCC2)ccc1OC(=O)c1ccc(Br)cc1	-16	2%	3%	3%	-43	30%	-4	-8%	2	nt
CNC(=O)c1cc(S(=O)(=O)Nc2ccc3c(c2)OCO3)ccc1C	-11	-7%	2%	1%	13	-18%	-1	4%	-8	3%
C/C=C/c1ccc(OCC(=O)OCC(=O)Nc2c(C)nn(-c3ccccc3)c2C)c(OC)c1	11	-1%	0%	?	-2	nt	nt	nt	5	-3%
CC(=O)Nc1ccc(NC(=O)C(C)OC(=O)c2ccccc2Sc2ccccc2C#N)cc1 (stereo not drawn)	-6	4%	1%	0%	-3	9%	0	-3%	-1	-4%[46.1 µM]
Nc1ccnn1Cc1cccs1	46[activator]	1%	1%	-1%	7	2%	5	-1%	7	-10%[46.1 µM]
